CSM14.1 death rescue: protection against thapsigargin-triggered cell killing – 384-well, CSM14.1, ATP luminescence, primary screen (AID 1222). CSM14.1 thapsigargin-induced death rescue, ATP luminescence; higher % means a stronger effect. one-dose cellular ATP content (survival), % at 20 µM; EC50 in µM for titrated hits. 190,000 tested, under 10 active;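 active means EC50 below 50 µM in the dose-response confirmation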;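 further: death triggered by thapsigargin at about 15 µM added after 2 h compound pretreatment; cell ATP read after overnight thapsigargin exposure of roughly 18 to 22 hours; normalized against plate controls of thapsigargin alone and 5% DMSO vehicle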
LYP phosphatase: PTPN22 lymphoid phosphatase activity blockers – biochemical, fluorescence intensity, uHTS (AID 1779) | recombinant LYP phosphatase, fluorescence intensity; higher % means a stronger effect | inhibition, % at 11.5 µM, or IC50 in µM where a hit was titrated | 290,000 compounds, 0.054% hits;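 further: plate controls were vehicle with enzyme for no effect and no enzyme for full effect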
NOD2 inhibition: NOD2 signaling inhibitors, cell-based, luminescence, uHTS, HEK293 (AID 1566). 290,000 compounds, 0.63% hits. one-dose inhibition, % at 4 µM; EC50 in µM for titrated hits. HEK293 NOD2/NF-kB luciferase reporter, luminescence; higher % means a stronger effect; further: many of its hits are not listed in these tables
XIAP antagonists: XIAP antagonists, biochemical, IAP family, fluorescence polarization (AID 1018); displacement, % at 20 µM; hits with a dose series show IC50 in µM; XIAP BIR domain, fluorescence polarization peptide displacement; higher % means a stronger effect; 200,000 compounds, 0.007% hits; in the data active means displacement above about 50%; further: a part of the inactive calls stands beside numbers as strong as those of hits
Lipid droplet: modulators of hepatic lipid droplet formation | AML12 mouse hepatocytes, oleate lipid droplets, BODIPY imaging | inhibition, % at 6.5 µM | 240,000 compounds, 0.4% hits;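 active means lipid droplet intensity inhibited by at least 50%, with more than 500 cells counted; inconclusive means wells with under 300 cells, treated as cytotoxic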
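Material: mouse AML12 hepatocyte cell line, fixed after treatment; Timing: compound with oleate, overnight; Technique: high-content imaging of BODIPY-stained droplets and DAPI nuclei; Probe or stimulus: oleate, 100 µM final; Dosing: compound at 6.5 µM only.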
AID2073: disruptors of CaV2.2 binding to Mint1 – biochemical, HTRF (AID 2073); 290,000 compounds, 0.19% hits; inhibition, % at 20 µM, or IC50 in µM where a hit was titrated; HTRF protein-protein interaction, Mint1-CaV2.2; higher % means a stronger effect; in the data active means inhibition mostly above about 51%, no sharp cut-off; inconclusive means no clear call, values can overlap the other calls; inactive means mostly below about 53%; further: some results filed as inactive read as strong as hits
Siah-1 displacement: blockers of Siah-1 interaction with plectin peptide – biochemical, fluorescence polarization, rhodamine-plectin, uHTS, primary screen (AID 1817). Siah-1 / rhodamine-plectin peptide fluorescence polarization; higher % means a stronger effect. displacement, % at 20 µM; hits with a dose series show IC50 in µM. 290,000 compounds, 0.02% hits;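 active means displacement of at least 50% at 20 µM, with a fluorescence ratio check between 0.3 and a set limit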;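 further: plate controls were Siah plus tracer with DMSO for no effect and tracer alone without Siah for full effect; strong numbers were not always called active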
M1AAP inhibition: malaria alanyl aminopeptidase activity blockers – biochemical, fluorogenic H-Leu-NHMec substrate, 1536-well (AID 1445). recombinant M1AAP, H-Leu-NHMec fluorogenic kinetic assay; higher % means a stronger effect. 220,000 compounds, 0.42% hits. inhibition, % at 30 µM, or IC50 in µM where a hit was titrated;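 active means primary inhibition above the hit cutoff, then over 50% inhibition at one or more dose response concentrations, cut at about 23% in these data, passing the limit was not always enough; inconclusive means conflicting primary data, or primary hits not chosen for dose response; inactive means low primary inhibition, or under 50% at every dose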;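 further: plate controls were DMSO full reaction for no effect and no enzyme background for full effect; strong numbers were not always called active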
M17LAP inhibition: P. falciparum M17LAP inhibitors, primary screen, biochemical, fluorogenic H-Leu-NHMec substrate, 1536-well (AID 1619); recombinant M17LAP, H-Leu-NHMec fluorogenic kinetic assay; higher % means a stronger effect; one-dose inhibition, % at 30 µM; IC50 in µM for titrated hits; 220,000 compounds, 0.38% hits;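 active means compound inhibiting the enzyme by more than half at any dose during confirmatory dose-response retesting; inconclusive means strong single-dose inhibitors picked by rank but not retested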;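 further: plate controls were full reaction with DMSO carrier for no effect and no enzyme background for full effect; strong numbers were not always called active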
Lipid droplet cells 6.5 µM: recorded beside Lipid droplet, whose call it bears; cell count; measured here: cell count, cytotoxicity flag;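 cells counted across two imaged fields per well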
Starred values were filed as active, the others as inactive; u = inconclusive; x = not tested or not shown. Unless noted, no stated cut-off is given here; in the data, active means inhibition above about 50%; inactive means the rest. Only part of the results is shown, so the mix of outcomes need not match the whole.

Compound,CSM14.1 death rescue,LYP phosphatase,NOD2 inhibition,XIAP antagonists,Lipid droplet,Lipid droplet cells 6.5 µM,AID2073,Siah-1 displacement,M1AAP inhibition,M17LAP inhibition
Cc1cc(C)nc(/N=C/c2c(O)n(C)c(=O)n(C)c2=O)n1,0.3%,-8%,10%,-1.8%,x,x,19%,-6%,x,x
COC(=O)c1ccccc1OS(=O)(=O)N(C)C,-0.6%,-4%,15%,-6.4%,-2,375,-15%,-1%,7%,2%
Cc1ccc2c(Cn3cc(C(F)(F)F)cc(Cl)c3=O)cc(=O)oc2c1,-2.2%,-7%,9%,-4.4%,12,632,-2%,1%,5%,7%
CC1CCC(NC(=O)c2ccc(NC(=O)c3ccc(=O)[nH]c3)cc2)CC1 (stereo unspecified),-3.0%,2%,-27%,-0.2%,-2,730,9%,7%,-2%,-2%
O=C(O)c1cc(-c2ccc(/C=C3/SC(=S)N(Cc4ccccc4)C3=O)o2)ccc1Cl,-0.3%,5%,-19%,-12%,-15,697,43%,18%,u,11%
COc1ccc(CNC(=O)Nc2ccc(C)cc2)cc1,0.2%,-6%,-6%,-1.4%,-4,730,2%,-2%,-3%,-6%
CCCCCn1c(=S)[nH]c2cc(C(=O)N3CCN(C(=O)OCC)CC3)ccc2c1=O,x,-6%,23%,x,-9,800,-29%,3%,x,x
COc1ccc(OC)c(N/C(C)=C/C(=O)c2ccc(Br)cc2)c1,2.2%,3%,-10%,-0.4%,-15,644,1%,-4%,13%,14%
O=C(O)C1CCCCC1C(=O)Nc1ccccc1Nc1ccccc1 (stereo unspecified),0.5%,3%,4%,-6.1%,2,639,-11%,1%,10%,34%
CC(=O)N1N=C(c2ccc3nccnc3c2)CC1c1ccccc1 (stereo unspecified),-1.3%,-2%,9%,-0.8%,x,x,0%,2%,2%,10%
O=C(Nc1cc2c(cc1Cl)OCCCO2)c1ccccc1,-1.2%,-6%,-57%,1.0%,-4,718,-2%,-1%,4%,3%
O=CN1CCN(C(=O)c2cc3cc(Cl)ccc3[nH]2)CC1,x,-8%,-5%,x,4,838,-3%,2%,x,x
CCC(=O)N/C(=N/c1nc(C)cc(C)n1)Nc1ccc(OC)cc1,-1.5%,-9%,-1%,-2.3%,6,716,10%,4%,-1%,-9%
Cc1ccc(NC(=O)CCNS(=O)(=O)c2ccc3[nH]c(=O)oc3c2)c(C)c1,x,-3%,10%,x,0,735,0%,7%,x,x
Cc1nc2ccccc2c(=O)n1/N=C/c1ccc(C(C)C)cc1,x,-5%,-13%,x,1,760,6%,0%,x,x
COc1ccc(-c2csc3ncnc(N4CCN(CCO)CC4)c23)cc1,x,-4%,25%,x,-22,793,12%,-1%,x,x
COc1ccc(OC)c(C(C)NC(=O)Nc2ccccc2)c1 (stereo unspecified),-0.1%,-5%,-1%,-8.4%,-12,666,3%,3%,-3%,1%
CCn1c(NC(=O)C(C)C)c(-c2ccccc2)c(=O)c2ccccc21,x,-2%,-1%,x,-6,706,2%,0%,11%,0%
C=CCN(CC=C)C(=O)CN1C(=O)c2ccccc2C1=O,-1.6%,-3%,19%,-1.4%,-1,721,7%,18%,-1%,0%
CCCNC(=O)c1ccc2c(=O)c(O)c(C)[nH]c2c1,x,-6%,20%,x,x,x,25%,12%,5%,1%
COc1cc2nc(CN3CCC(Cc4ccccc4)CC3)[nH]c(=O)c2cc1OC,x,-3%,-7%,-5.2%,0,717,31%,3%,2%,-2%
CCOC(=O)N1CCC(NC(=O)C2=CCN(S(=O)(=O)c3ccc(F)cc3)CC2)CC1,x,-6%,1%,x,4,708,6%,0%,-3%,-4%
Nc1nc(Cl)cc(Oc2ccc([N+](=O)[O-])cc2)n1,x,-5%,15%,x,22,740,9%,-7%,x,x
O=C(Nc1ccccc1SCC1CSc2nc3ccccc3c(=O)n21)c1ccccc1Cl (stereo unspecified),-3.6%,-5%,21%,-6.2%,-15,683,-2%,2%,-1%,0%
CCc1c(C)sc(NC(=O)c2ccco2)c1C#N,x,-7%,-7%,x,1,841,-5%,6%,x,x
O=C(COC(=O)CCC(=O)c1cccs1)Nc1ccc(Cl)cn1,-1.0%,-4%,-14%,-5.4%,27,728,7%,-8%,11%,12%
COc1cc(CNCc2cccnc2)ccc1OCC(=O)NC1CCCCC1,-1.6%,-3%,-1%,-3.3%,1,726,3%,-2%,3%,-3%
O=C(O)c1ccccc1NSc1ccccc1[N+](=O)[O-],0.0%,2%,16%,-5.4%,-31,663,-15%,1%,5%,34%
S=C1NC2(CCCC2)Nc2ccccc21,0.8%,-8%,13%,-40%,2,689,25%,-6%,3%,4%
Cc1ccc(NC(=O)C2CCCN(S(=O)(=O)c3cccnc3)C2)cc1C (stereo unspecified),x,-6%,31%,x,-19,692,11%,0%,x,x
O=C(c1ccc(Cl)cc1)c1oc2ccccc2c1CS(=O)(=O)c1ccccc1,-1.6%,4%,6%,-8.6%,x,x,4%,-4%,1%,-8%
CC1CN(C(c2ccco2)c2sc3ncnn3c2O)CC(C)O1 (stereo unspecified),-1.0%,3%,-2%,-6.7%,x,x,7%,2%,-3%,11%
Cn1c(=O)c(Cc2ccccc2)c(O)c2ccccc21,2.0%,-2%,5%,-5.7%,-2,776,10%,2%,3%,11%
CN(C)CCSc1nc(-c2ccccc2)nc2c1COC(C)(C)C2,-1.8%,-4%,-2%,-7.8%,1,775,-2%,4%,6%,-7%
Cc1ccc(/C=N/NC(=O)CSc2nc3ccccc3s2)o1,9.4%,0%,15%,-16%,14,675,6%,5%,5%,15%
CS(=O)(=O)CCSc1ncccc1C(=O)NCc1cccs1,x,-3%,3%,x,-14,698,9%,0%,15%,13%
CC(C)(C)N(C=C(Cl)Cl)C(=O)NC1CCCCC1,-0.3%,-10%,5%,-6.9%,x,x,2%,4%,2%,-5%
COc1ccc(S(=O)(=O)n2c(CCN3CCOCC3)nc3ccccc32)cc1,-1.6%,3%,14%,-2.1%,-14,780,-8%,-5%,14%,6%
CC(=O)N1CCCc2cc(S(=O)(=O)NC(C(=O)NC3CCCCC3)C(C)C)ccc21 (stereo unspecified),-1.8%,-4%,-12%,-2.4%,1,729,-1%,-4%,-3%,14%
CCN(c1ccccc1)S(=O)(=O)c1nnc(NC(=O)C(C)C)s1,x,-5%,9%,x,4,800,8%,0%,x,x
Cc1ccc(NC(=O)c2sc(Cl)nc2-c2ccccc2)cc1C,0.5%,3%,12%,-0.7%,3,788,-3%,1%,11%,-12%
CCOc1ccc(NC(=O)C2CCCN(S(=O)(=O)c3c(C)noc3C)C2)cc1 (stereo unspecified),x,-14%,x,x,-7,764,16%,10%,x,x
Cc1ccc(C(=O)N(CC(=O)NC2CCCC2)c2cccc(F)c2)s1,x,-5%,-8%,x,x,x,2%,2%,x,x
Cn1c(=O)n(Cc2ccccc2Br)c2ccccc21,5.8%,-4%,-6%,19%,-11,669,4%,1%,-1%,1%
O=C(COc1ccc([N+](=O)[O-])cc1)NCCC1=CCCCC1,-1.4%,-7%,20%,-4.0%,-26,600,-2%,8%,8%,9%
COc1cccc(CN(Cc2cccnc2)S(=O)(=O)c2ccc(-n3cnnn3)c(C)c2)c1OC,-2.1%,-10%,-6%,-3.8%,x,x,-23%,-3%,5%,5%
O=S(=O)(Nc1cccc(-c2cn3cccnc3n2)c1)c1ccccc1,-2.3%,-11%,4%,-8.9%,-18,653,16%,-4%,6%,-161%
Cc1ccc(C(=O)NCCSc2ccc(Cl)cc2)cc1S(=O)(=O)Nc1ccccc1,-1.6%,-4%,-4%,-5.9%,x,x,6%,-1%,-11%,-6%
Cc1ccc(C(=O)NCCc2n[nH]c(=S)n2C)cc1,0.9%,-5%,17%,-4.6%,15,793,-3%,4%,7%,6%
C=C1c2ccccc2NC(=O)N1c1ccc(C)cc1,-2.3%,-7%,-12%,-4.2%,1,731,-6%,3%,-2%,-3%

Continuation.
Compound,CSM14.1 death rescue,LYP phosphatase,NOD2 inhibition,XIAP antagonists,Lipid droplet,Lipid droplet cells 6.5 µM,AID2073,Siah-1 displacement,M1AAP inhibition,M17LAP inhibition
COc1ccc(CNC(=O)Cn2nc([N+](=O)[O-])c(Br)c2C)cc1OC,x,-3%,-5%,x,-16,792,3%,4%,x,x
COc1ccc(NC(=O)CCCC(=O)c2ccccc2)cc1,x,-7%,-2%,x,10,838,14%,-2%,x,x
CN1CCN(/N=C/c2ccc(N(C)c3ccccc3)cc2)CC1,-1.9%,2%,-14%,-5.8%,-4,693,-7%,-5%,12%,8%
Cc1nc2cc(C(=O)N3CCc4ccccc43)ccc2n1-c1ccc(F)c(F)c1,-1.1%,3%,4%,-6.1%,-7,651,3%,2%,6%,-1%
CCN1CCN(C(=O)CN(c2ccc(F)cc2)S(=O)(=O)c2ccc(OC)c(OC)c2)CC1,x,-5%,-6%,x,0,796,7%,4%,x,x
O=C(CSc1ccc(-c2ccccc2)nn1)Nc1ccc2c(c1)OCCO2,-0.7%,-2%,-7%,16%,-11,675,4%,1%,20%,14%
O=C(c1cc(-c2cccc(Cl)c2)on1)N1CCOCC1,x,-8%,-44%,x,-9,734,4%,10%,x,x
COc1ccc(C2CC3CC(c4ccccc4)N2O3)cc1 (stereo unspecified),-1.2%,-4%,-25%,-4.6%,x,x,4%,-1%,-7%,6%
CCCCOC(=O)Cn1c(=O)n(CC(=O)OCCCC)c2ccccc21,0.9%,-4%,4%,-2.3%,-3,728,-1%,-1%,2%,-3%
